High-throughput results (PubChem)
Yfh1-depleted yeast – enhancers of respiration in Yfh1-depleted yeast, dose response, Friedreich's ataxia, plus single-dose screen (AID 1465). one-dose fold induction at 50 µM; EC50 in µM for titrated hits. S. cerevisiae Yfh1-off respiration, WST-1 reduction, 72 h; higher fold induction means a stronger effect. hit rate 0.074% among 220,000;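 active means fold induction of absorbance versus untreated yeast above a set limit, then at least 30% activation at any dose in follow-up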;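 further: activators that raise dye reduction in frataxin-depleted yeast; strong numbers were not always called active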
M1AAP inhibition – P. falciparum M1AAP inhibitors, biochemical, fluorogenic H-Leu-NHMec substrate, 1536-well (AID 1445); Aminopeptidase N (Plasmodium falciparum (isolate 3D7)); recombinant M1AAP, H-Leu-NHMec fluorogenic kinetic assay; higher % means a stronger effect; inhibition, % at 30 µM; hits with a dose series show IC50 in µM; hit rate 0.42% among 220,000;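 active means primary inhibition above the hit cutoff, then over 50% inhibition at one or more dose response concentrations, cut at about 23% in these data, passing the limit was not always enough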;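 further: plate controls were DMSO full reaction for no effect and no enzyme background for full effect; strong numbers were not always called active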
Dynein cargo inh – inhibitors of GR-EGFP nuclear translocation, primary screen, dynein cargo transport inhibitor project, imaging, high-content, 3617.4 mouse cells. test concentration mostly 20 µM; stimulated with dexamethasone, 1 µM; hits give low values. hit rate 0.47% among 220,000. z-score, hits read low. AID 1381, 2008;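 active means plate z-score of nuclear minus cytoplasmic receptor signal below a set negative limit, without overly bright fluorescence or cell loss, cut at about -3.5 in these data, passing the limit was not always enough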;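 further: z-score of nuclear minus cytoplasmic ring GR-EGFP intensity difference per well; some compounds called inactive have numbers as strong as hits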
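Buffer or medium – tet-free medium with charcoal-stripped serum · Signal – automated 10x imaging of fixed Hoechst-stained cells · Also added – dexamethasone agonist, 1.0 µM final, for 30 min · Incubation – induction 48 h, compound 1 h, agonist 30 min · Read-out – GR-EGFP nuclear translocation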
T cell modulator – modulators of CD8 T cell-vesicle binding, primary screen, mouse 2C CD8+ T cells, flow cytometry. 2C CD8+ T cell-vesicle binding; hits give low values. calls only at 7 µM. hit rate 0.068% among 330,000. AID 2052, 2009;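 active means response, share of CD8 T cells binding vesicles, and their 90th percentile fluorescence all below set limits, cut at about 80% in these data, passing the limit was not always enough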
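Test system: purified 2C TCR transgenic mouse naive CD8+ T cells. Probe or stimulus: QL9-peptide-loaded Drosophila micro-vesicles bearing Ld, ICAM-1 and B7-1. Incubation: binding step 1.5 h, 37 °C, antibody labelling 20 min, ice. Measured by: flow cytometry of vesicle-bound cells.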
MT stabilizer – microtubule stabilizers in HeLa cells, primary screen, imaging, high-content imaging | HeLa tubulin immunostaining HCS, 24 h; share of cells brighter than vehicle mean+2SD | % tubulin-high responders, % at 10 µM | hit rate 0.83% among 200,000;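 active means plate Z-score above 3 for both tubulin-high and condensed-nucleus cell shares, with cell loss under 80%, at 10 µM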;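 further: anti alpha tubulin signal scored within the nucleus-defined area of each cell; some results filed as inactive read as strong as hits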
M17LAP inhibition – P. falciparum M17LAP inhibitors, primary screen, biochemical, fluorogenic H-Leu-NHMec substrate, 1536-well (AID 1619). Leucine aminopeptidase (Plasmodium falciparum (isolate 3D7)). recombinant M17LAP, H-Leu-NHMec fluorogenic kinetic assay; higher % means a stronger effect. one-dose inhibition, % at 30 µM; IC50 in µM for titrated hits. hit rate 0.38% among 220,000;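 active means compound inhibiting the enzyme by more than half at any dose during confirmatory dose-response retesting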;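 further: plate controls were full reaction with DMSO carrier for no effect and no enzyme background for full effect; strong numbers were not always called active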
Autophagy HCS – autophagy modulators in MEF cells, primary screen, imaging, high-content, MEF GFP-LC3. MEF GFP-LC3 puncta imaging; test concentration mostly 10 µM. calls only at 10 µM (by protocol). hit rate 0.98% among 190,000. AID 463193, 2010;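 active means percentage of spot-positive cells more than 3 SD above its plate mean, without a fluorescence outlier flag or 80% toxicity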;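 further: spot-positive cell cutoff set from DMSO-treated cells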
WT yeast gro inh – growth inhibition of WT strain, primary screen, mitochondrial fusion inhibitor project, WT and mutant strains, chemical genetic | hit rate 2.1% among 190,000 | inhibition, % at 10 µM | AID 1362, 2008 | mitochondrial fusion phenotypic screen; in the data active means inhibition above about 58%; tested in S. cerevisiae
b-catenin transl – modulators of beta-catenin nuclear translocation, primary screen, imaging, HeLa cells, immunofluorescence, high-content | nuclear translocation activity, % at 5 µM | hit rate 0.3% among 190,000 | AID 1665, 2009;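 active means nuclear translocation activity above 50% at 5 µM, with a well cell count of 50 or more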;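 further: per-cell ratio of nuclear to cytoplasmic median beta-catenin stain intensity; plate controls were DMSO negative control for no effect and GSK-3 inhibitor IX positive control for full effect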
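test system = HeLa cells, endogenous beta-catenin | dosing = single 5 µM dose plus 0.02–20 µM confirmation series | times = compound treatment 24 h, 37°C, 5% CO2 | technique = beta-catenin immunofluorescence imaging with DAPI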
WT yeast gro inh mutant strain – second read-out of WT yeast gro inh, no call of its own (marks repeat the call); inhibition, %; mitochondrial fusion phenotypic screen, mutant strain inhibition
Dynein cargo inh cytoplasmic EGFP – recorded beside Dynein cargo inh, whose call it bears; z-score; measured here: cytoplasmic GR-EGFP intensity; hits give high values
Dynein cargo inh nuclear GR-EGFP – recorded beside Dynein cargo inh, whose call it bears; z-score; measured here: nuclear GR-EGFP intensity;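 lower value marks the stronger effect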
Dynein cargo inh cell count – second read-out of Dynein cargo inh, no call of its own (marks repeat the call); z-score; measured here: cell count per field
b-catenin transl cell count 5 µM – recorded beside b-catenin transl, whose call it bears; cell count; measured here: cell count, cytotoxicity flag
T cell modulator vesicle-bound % – second read-out of T cell modulator, no call of its own (marks repeat the call); double positive events, %; measured here: CD8+ vesicle-bound cell fraction;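 binding gate set so that unloaded-vesicle control wells show 10% double positive cells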
MT stabilizer Hoechst-high % – recorded beside MT stabilizer, whose call it bears; % Hoechst-high responders; measured here: nuclear condensation Hoechst responders;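 share of cells brighter than vehicle mean plus two SD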
MT stabilizer cytotoxicity % – also measured in MT stabilizer; calls as there; toxicity, %; measured here: cytotoxicity by cell density;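 0% = mean cell density of plate MIN control wells and 100% = no cells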
Autophagy HCS cell loss 18 h – also measured in Autophagy HCS; calls as there; toxicity, %; measured here: cell loss, nuclei count;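 cell loss after 18 h compound exposure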
Numbers without * were called inactive; i = inactive; . = not tested or not shown. Random draw from the library; any-hit rate near 4.4%.

Labels used below – A = Yfh1-depleted yeast; B = M1AAP inhibition; C = Dynein cargo inh; D = Dynein cargo inh cytoplasmic EGFP; E = Dynein cargo inh nuclear GR-EGFP; F = Dynein cargo inh cell count; G = T cell modulator; H = T cell modulator vesicle-bound %; I = MT stabilizer; J = MT stabilizer Hoechst-high %; K = MT stabilizer cytotoxicity %; L = M17LAP inhibition; M = Autophagy HCS; N = Autophagy HCS cell loss 18 h; O = WT yeast gro inh; P = WT yeast gro inh mutant strain; Q = b-catenin transl; R = b-catenin transl cell count 5 µM
#1 CCOC(=O)N1CCN(C(=O)c2cc(-c3ccc(F)cc3)[nH]c2C)CC1
  A: i	B: 8%	C: -0.36	D: -0.26	E: -0.043	F: 0.82	G: i	H: 27	I: 4.4	J: 2.8	K: 14	L: 12%	M: i	N: 17	O: 54	P: 19	Q: 0.5	R: 1355
#2 CCSc1nnc(-c2cccnc2)n1Cc1ccco1
  A: i	B: 7%	C: -1	D: -0.079	E: -0.5	F: 0.83	G: i	H: 17	I: 2.6	J: 1.0	K: 0.1	L: 10%	M: i	N: 0	O: -9	P: -20	Q: -1.3	R: 1397
#3 Cc1cc(=O)[nH]c(NN=C2CCC(C(C)(C)C)CC2)n1 (stereo unspecified)
  A: i	B: 4%	C: -0.51	D: -0.31	E: 0.08	F: 0.63	G: i	H: 45	I: 2.0	J: 2.0	K: 6.4	L: 4%	M: i	N: 14	O: -9	P: 21	Q: -3.5	R: 1121
#4 O=c1[nH]c(=S)c2ncn(-c3ccccc3)c2[nH]1
  A: i	B: 5%	C: 0.043	D: -0.16	E: -0.16	F: 0.27	G: i	H: 48	I: .	J: .	K: .	L: 12%	M: .	N: .	O: .	P: .	Q: -1.4	R: 1142
#5 COc1ccc(S(=O)(=O)Nc2ccccc2N2CCOCC2)cc1[N+](=O)[O-]
  A: i	B: 8%	C: -1.3	D: -0.79	E: -0.54	F: 0.16	G: i	H: 13	I: .	J: .	K: .	L: -4%	M: .	N: .	O: .	P: .	Q: -0.8	R: 1331
#6 CCCC(=O)Nc1ccc(NC(=O)c2ccccc2OC)cn1
  A: i	B: 0%	C: 0.17	D: -0.42	E: 0.016	F: 0.3	G: i	H: 29	I: 5.3	J: 2.8	K: 11	L: 3%	M: i	N: -2	O: -6	P: -3	Q: -2.4	R: 1438
#7 Nc1nc2nc(-c3ccccc3)cc(=O)n2[nH]1
  A: i	B: 5%	C: -0.048	D: 0.38	E: 0.38	F: -0.43	G: i	H: 13	I: 0.7	J: 1.1	K: 6.3	L: 21%	M: i	N: 34	O: 10	P: 4	Q: .	R: .
#8 CCSc1nnc(NC(=O)CSc2nnc(Cc3cccn3C)n2CCc2ccccc2)s1
  A: i	B: 18%	C: 0.85	D: -0.22	E: 0.92	F: 0.51	G: i	H: 52	I: 3.9	J: 2.0	K: 10	L: 19%	M: i	N: 5	O: 9	P: 18	Q: .	R: .
#9 CC(C)CC(c1nnnn1Cc1ccccc1)N1CCN(C(=O)c2ccco2)CC1 (stereo unspecified)
  A: i	B: 4%	C: 0.44	D: -0.24	E: 0.37	F: 0.35	G: i	H: 26	I: 4.8	J: 1.3	K: 1.5	L: -3%	M: i	N: -3	O: 31	P: -7	Q: -6.5	R: 1177
#10 Cc1nc(C(=O)NC2CCOCC2)sc1C1(C)CC(c2ccccc2)=NO1 (stereo unspecified)
  A: i	B: -3%	C: -0.43	D: -0.84	E: -0.16	F: 0.37	G: i	H: 5	I: .	J: .	K: .	L: 1%	M: .	N: .	O: .	P: .	Q: -0.3	R: 1316
#11 COc1cc(CCC(=O)OCC(=O)Nc2cccc(S(=O)(=O)N(C)C)c2)cc(OC)c1OC
  A: i	B: 5%	C: 0.44	D: -0.26	E: 0.32	F: -0.41	G: i	H: 33	I: 4.5	J: 1.9	K: 5.1	L: -7%	M: i	N: 30	O: 2	P: 11	Q: 0.0	R: 967

Some of these compounds in order of formula weight, rising:
Labels used below – A = Yfh1-depleted yeast; B = M1AAP inhibition; C = Dynein cargo inh; D = Dynein cargo inh cytoplasmic EGFP; E = Dynein cargo inh nuclear GR-EGFP; F = Dynein cargo inh cell count; G = T cell modulator; H = T cell modulator vesicle-bound %; I = MT stabilizer; J = MT stabilizer Hoechst-high %; K = MT stabilizer cytotoxicity %; L = M17LAP inhibition; M = Autophagy HCS; N = Autophagy HCS cell loss 18 h; O = WT yeast gro inh; P = WT yeast gro inh mutant strain; Q = b-catenin transl; R = b-catenin transl cell count 5 µM
#7 Nc1nc2nc(-c3ccccc3)cc(=O)n2[nH]1
  A: i	B: 5%	C: -0.048	D: 0.38	E: 0.38	F: -0.43	G: i	H: 13	I: 0.7	J: 1.1	K: 6.3	L: 21%	M: i	N: 34	O: 10	P: 4	Q: .	R: .
#4 O=c1[nH]c(=S)c2ncn(-c3ccccc3)c2[nH]1
  A: i	B: 5%	C: 0.043	D: -0.16	E: -0.16	F: 0.27	G: i	H: 48	I: .	J: .	K: .	L: 12%	M: .	N: .	O: .	P: .	Q: -1.4	R: 1142
#3 Cc1cc(=O)[nH]c(NN=C2CCC(C(C)(C)C)CC2)n1 (stereo unspecified)
  A: i	B: 4%	C: -0.51	D: -0.31	E: 0.08	F: 0.63	G: i	H: 45	I: 2.0	J: 2.0	K: 6.4	L: 4%	M: i	N: 14	O: -9	P: 21	Q: -3.5	R: 1121
#6 CCCC(=O)Nc1ccc(NC(=O)c2ccccc2OC)cn1
  A: i	B: 0%	C: 0.17	D: -0.42	E: 0.016	F: 0.3	G: i	H: 29	I: 5.3	J: 2.8	K: 11	L: 3%	M: i	N: -2	O: -6	P: -3	Q: -2.4	R: 1438
#1 CCOC(=O)N1CCN(C(=O)c2cc(-c3ccc(F)cc3)[nH]c2C)CC1
  A: i	B: 8%	C: -0.36	D: -0.26	E: -0.043	F: 0.82	G: i	H: 27	I: 4.4	J: 2.8	K: 14	L: 12%	M: i	N: 17	O: 54	P: 19	Q: 0.5	R: 1355
#8 CCSc1nnc(NC(=O)CSc2nnc(Cc3cccn3C)n2CCc2ccccc2)s1
  A: i	B: 18%	C: 0.85	D: -0.22	E: 0.92	F: 0.51	G: i	H: 52	I: 3.9	J: 2.0	K: 10	L: 19%	M: i	N: 5	O: 9	P: 18	Q: .	R: .
